# Source: PubChem
# HTR5A inv ctr – HTR5A inverse agonists in luminescence cell assay, primary screen, counter-screen for OPRM1-OPRD1 heterodimer inverse agonist project, full-deck HTS; 5-hydroxytryptamine receptor 5A (Homo sapiens), P47898; HTR5A cell line, inverse agonism; inhibition, % at 9.3 µM; 340,000 tested, 0.083% active; AID 504634, 2011; in the data active means inhibition mostly above about 23%, no sharp cut-off; inactive means mostly below about 18%;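 further: 0% = cells with DMSO and 100% = no-cell wells with DMSO; some compounds called inactive have numbers as strong as hits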
# Target sequence (P47898 whole entry, looked up): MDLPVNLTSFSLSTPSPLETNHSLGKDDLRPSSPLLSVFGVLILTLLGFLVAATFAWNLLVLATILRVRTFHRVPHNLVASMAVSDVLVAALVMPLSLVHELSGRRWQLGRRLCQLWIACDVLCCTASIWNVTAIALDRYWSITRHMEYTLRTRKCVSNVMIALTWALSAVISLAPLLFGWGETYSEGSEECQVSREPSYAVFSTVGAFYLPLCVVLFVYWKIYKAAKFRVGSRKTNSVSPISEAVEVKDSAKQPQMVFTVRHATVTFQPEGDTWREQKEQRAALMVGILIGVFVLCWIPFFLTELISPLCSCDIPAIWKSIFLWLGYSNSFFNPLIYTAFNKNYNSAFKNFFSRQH
# C-LANA FP – inhibitors of KSHV C-LANA binding to DNA, primary screen, biochemical, fluorescence polarization, FAM-LBS DNA, MBP-C-LANA, single point; Kaposi's sarcoma herpesvirus LANA C-terminal domain (residues 932-1162) DNA binding; inhibition, % at 9 µM; 340,000 tested, 0.078% active; AID 504423, 2011;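 active means highest replicate inhibition at or above 60% at 9 µM, even if other replicates fall short; inactive means all replicates below 60% inhibition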;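 further: 0% = neutral control wells and 100% = 4 µM acridine orange control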
# V-ATPase pH – regulators of yeast V-ATPase proton pumping, primary screen, pHLuorin cytosolic pH fluorescence; S. cerevisiae; response, % at 10 µM; 350,000 tested, 0.37% active; AID 504577, 2011; in the data active means response mostly above about 7.3%, no sharp cut-off; inactive means mostly below about 5.4%; further: actives read high; inactives centre near 0; some compounds called inactive have numbers as strong as hits; reference of the scale not given here
# MOR-DOR inv ag – inverse agonists of MOR-DOR heterodimerization, primary screen, cell-based, luminescence. 340,000 tested, 0.21% active. AID 504357, 2011. inhibition, % at 9.3 µM. cell-based MOR-DOR heterodimer luminescence, inverse agonism; in the data active means inhibition above about 22%, passing the limit was not always enough;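 further: 0% = cells with DMSO and 100% = wells without cells with DMSO; values of inactives mirror those of a sister screen read the other way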
# MOR-DOR ag – agonists of OPRM1-OPRD1 heterodimerization, primary screen, cell-based, luminescence; cells; activation, % at 9.3 µM; 340,000 tested, 0.3% active; in the data active means activation above about 18%;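 further: 0% = vehicle-treated cells and 100% = reference agonist; values of inactives mirror those of a sister screen read the other way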
# RTF Ca sens act – cardiac RTF calcium sensitivity activators, primary screen, biochemical, IANBD-TnC fluorescence, EC20 calcium; 340,000 tested, 0.24% active; Troponin I, cardiac muscle (Homo sapiens) + Troponin T, cardiac muscle (Homo sapiens) + …; activation, % at 7.2 µM; IANBD-labeled TnC RTF fluorescence at EC20 calcium; 0% EC20 calcium, 100% full calcium;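 active means activation above the mean over all tested compounds plus 3 SD, cut at about 30% in these data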;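 further: rise in fluorescence read as greater calcium sensitivity of cardiac thin filaments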
# RTF Ca sens inh – cardiac RTF calcium sensitivity inhibitors, primary screen, biochemical, IANBD-TnC fluorescence, EC70 calcium; Troponin I, cardiac muscle (Homo sapiens) + Troponin T, cardiac muscle (Homo sapiens) + …; IANBD-labeled cardiac RTF, Ca2+ fluorescence; inhibition, % at 7.15 µM; 340,000 tested, 0.12% active; AID 493244, 2011;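 active means inhibition above the mean inhibition of all tested compounds plus 3 SD, cut at about 17% in these data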;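 further: assay run at fixed EC70 calcium of 1.6 mM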
# HTR5A ag – HTR5A agonists in luminescence cell assay, primary screen, counter-screen for OPRM1-OPRD1 heterodimer agonist project, full-deck HTS; cell-based; activation, % at 9.3 µM; 340,000 tested, 0.61% active; AID 504692, 2011; in the data active means activation mostly above about 9.5%, no sharp cut-off; inactive means mostly below about 7.6%;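 further: 0% = cells with vehicle only and 100% = reference agonist; strong numbers were not always called active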
# CAL PDZ FP – untagged CAL PDZ binding inhibitors, primary screen, biochemical, fluorescence polarization, HTS | Golgi-associated PDZ and coiled-coil motif-containing protein (Homo sapiens), Q9HD26 | purified CAL PDZ, TMR-peptide fluorescence polarization, 1 h | inhibition, % at 24.9 µM | 300,000 tested, 0.92% active | AID 602252, 2012;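 active means mean inhibition of at least 30% with at least half of replicates also reaching 30%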;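 further: 0% = DMSO neutral control and 100% = excess unlabeled competitor peptide PRC23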
# Keap1-Nrf2 PPI – Keap1-Nrf2 protein-protein interaction inhibitors, primary screen, biochemical, fluorescence polarization, single point; Kelch-like ECH-associated protein 1 (Homo sapiens), Q14145; Keap1 Kelch-Nrf2 peptide fluorescence polarization, 1536-well; inhibition, % at 9.4 µM; 340,000 tested, 0.15% active; in the data active means inhibition above about 12%;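 further: human Keap1 Kelch domain with fluorescein labeled Nrf2 9mer peptide probe; 0% = neutral control wells and 100% = peptide positive control; higher means more block of Keap1 binding to Nrf2 peptide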
# Target sequence (Q14145 whole entry, looked up, the tested form may be a part): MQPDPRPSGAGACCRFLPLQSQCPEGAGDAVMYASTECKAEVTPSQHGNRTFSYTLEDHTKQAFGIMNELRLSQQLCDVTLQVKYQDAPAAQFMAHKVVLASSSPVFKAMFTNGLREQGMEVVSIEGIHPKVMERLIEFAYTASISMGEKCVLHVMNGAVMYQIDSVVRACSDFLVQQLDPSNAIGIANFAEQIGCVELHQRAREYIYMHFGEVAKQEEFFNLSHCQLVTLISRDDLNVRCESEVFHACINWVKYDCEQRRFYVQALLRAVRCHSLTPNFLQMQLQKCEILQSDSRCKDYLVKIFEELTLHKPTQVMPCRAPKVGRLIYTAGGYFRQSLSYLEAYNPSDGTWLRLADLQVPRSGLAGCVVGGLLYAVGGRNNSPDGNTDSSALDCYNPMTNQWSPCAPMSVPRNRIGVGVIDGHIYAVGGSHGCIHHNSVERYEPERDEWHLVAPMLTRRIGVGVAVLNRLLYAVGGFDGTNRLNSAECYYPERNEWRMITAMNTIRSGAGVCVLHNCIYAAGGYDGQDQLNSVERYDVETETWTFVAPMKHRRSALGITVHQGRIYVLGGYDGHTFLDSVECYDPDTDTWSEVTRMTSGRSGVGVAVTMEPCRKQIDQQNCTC
# An asterisk follows results filed as active; . = no result given.
SMILES,HTR5A inv ctr,C-LANA FP,V-ATPase pH,MOR-DOR inv ag,MOR-DOR ag,RTF Ca sens act,RTF Ca sens inh,HTR5A ag,CAL PDZ FP,Keap1-Nrf2 PPI
COc1ccc(Cl)cc1NC(=O)C[n+]1cccc(C)c1,-15,1.1,4,8,-1.7,-4,1,4,1,5
Nc1nc(SCC(=O)Nc2ccccc2)[nH]c(=O)c1NC(=O)c1cccs1,9,0.9,-1,8,-1.5,-1,4,3,.,-4
O=C(Cc1ccccc1)NN1C(=O)C2C(C1=O)C1C=CC2C12CC2 (configuration not stated),20,0.2,-3,8,-1.8,2,5,-1,0,-1
O=C(Cc1ccccc1)Nc1c(C(=O)N2CCOCC2)cnn1-c1ccccc1,-4,-1.1,-1,-15,2.5,9,-12,2,-4,-7
COc1ccc(C(=O)NC(C(=O)NCc2ccccn2)C(C)C)cc1 (configuration not stated),-3,2.0,1,14,-2.7,-3,0,6,0,-6
O=C(NNC(=O)C1CC1)c1cc(Cl)nc2ccccc12,-2,-2.1,1,21,-4.0,0,4,0,0,2
Cc1ccc(NC(=S)NNC(=O)c2ccccc2O)c(C)c1,-1,0.3,-1,13,-2.6,-7,-5,-3,1,-1
CCOC(=O)c1c(NC(=O)CN2CCCc3ccccc32)sc(C(C)=O)c1C,4,0.2,-4,8,-1.3,-5,-3,-1,-1,-3
CC(C)CN(C(=O)c1ccc(-n2cncn2)c([N+](=O)[O-])c1)C1CCS(=O)(=O)C1 (configuration not stated),-22,0.0,-2,16,-2.9,2,-4,-5,-2,-3
c1ccc2sc(SCc3ccc(-c4nnco4)cc3)nc2c1,0,-2.3,-6,8,-1.4,-7,-3,-5,-8,-3
CN1N=C(N)c2cn(C3OC(COP(=O)(O)O)C(O)C3O)c3ncnc1c23 (configuration not stated),1,2.3,0,7,-1.7,-1,1,0,-1,-2
CCCOc1ccc2oc(=O)c3c(c2c1)CCCN3C(=O)CN1CCCC(C(=O)OCC)C1 (configuration not stated),12,0.5,3,15,-2.9,6,-3,-6,-3,-3
O=C(COC(=O)c1ccccc1C(=O)c1ccc(Cl)c([N+](=O)[O-])c1)NC1CCCCCC1,-3,-0.9,-1,-4,0.9,-4,-13,-9,.,3
CC(C)(C)c1ccc(OCCCNC2CCCC2)cc1,16,-0.5,1,-12,2.3,3,-4,-6,2,0
C#CCOCCOCCOCCNc1nc(N2CCOCC2)nc(N2CCN(C(=O)[C@H](Cc3cc4ccccc4[nH]3)n3cc([C@@H](N)Cc4ccc(O)cc4)nn3)CC2)n1,-2,-1.3,-3,3,-0.6,-9,-14,5,-1,-1
N/C(=N\OC(=O)c1ccc(Br)o1)c1ccccn1,-2,0.8,0,0,0.0,-5,-12,6,-1,-2
CCC(CC)C(=O)Nc1cccc(-c2nc3ccccc3o2)c1,8,1.6,0,1,-0.1,-23,3,4,0,0
O=C(Cn1cc(/C=N/NC(=O)c2cccc3ccccc23)c2ccccc21)Nc1ccc(F)cc1,25,-4.8,5,2,-0.4,23,-13,2,2,-18
CN(C)CC/C=C1\c2cc(F)ccc2CSc2ccccc21,22,0.3,5,8,-1.4,-1,-13,4,-2,-1
CCc1sc(C(=O)N2CCN(CC(=O)Nc3cccc(F)c3)CC2)cc1C,-4,-0.1,-5,-11,2.6,4,-11,2,-1,-7
CCN(CC)S(=O)(=O)c1cc(C(=O)OCC(=O)NC(=O)c2cccn2C)ccc1C,18,-0.4,3,-2,0.4,-3,-4,1,-5,-1
Cc1ccccc1Cn1ccc(NC(=O)c2cnn3cccnc23)n1,-8,-0.1,4,22,-4.9,6,-8,6,-5,-10
CCN(CC)S(=O)(=O)c1ccc(/C=C/C(=O)Nc2ccc(N3CCOCC3)cc2)cc1,-11,-0.7,-4,6,-1.2,0,-11,4,-2,-2
CCn1cc(C(=O)NCC(=O)NC(C)(C)CO)c(=O)c2cc3c(cc21)OCO3,20,-0.5,-2,16,-3.5,2,-17,-6,.,-3
CCCC(=O)N(Cc1cc(=O)[nH]c2ccccc12)c1ccc(C)cc1C,0,0.9,1,3,-0.7,-5,-11,0,-5,2
COC(=O)c1c(C)oc2ccc(OC(=O)N3CCOCC3)cc12,11,-0.8,-1,-6,1.1,3,-3,-4,3,-6
CCCN1C2CCCC1CC(NC(=O)c1cc(OC)cc(OC)c1)C2 (configuration not stated),8,-4.7,-3,3,-0.7,-1,-4,-2,3,-1
O=C(NCc1ccc(F)cc1)c1ccc(CS(=O)Cc2ccccc2Cl)o1 (configuration not stated),-13,0.0,-1,5,-1.0,0,-6,-1,0,3
CCOC(=O)C1=C(N)OC2=C(C(=O)CC(C)(C)C2)C1c1ccco1 (configuration not stated),-13,-0.5,0,5,-1.0,1,-5,6,-7,2
COC(=O)/C(C#N)=C/c1c(N2CCCCCC2)nc2c(C)cccn2c1=O,-9,-2.5,4,1,-0.2,-11,4,2,-6,-1
Cc1cc(=O)n2cn[nH]c2n1,-9,-0.8,1,11,-2.2,0,-3,2,3,1
CC(=O)c1ccc(NC(=O)c2cc(Cl)nc3ccccc23)cc1,0,1.9,1,3,-0.5,-4,-9,0,3,5
COC(=O)Nc1ccc(S(=O)(=O)N2CCCc3cccc(O)c32)cc1,-8,-0.9,5,-23,4.6,0,-6,5,.,-3
CSc1ccccc1NC(=O)c1cc(C)on1,0,1.2,2,6,-1.2,-2,-1,-1,-3,2
CS(=O)(=O)c1ccc2nc(NC(=O)c3ccc(Cl)cc3)sc2c1,-2,-2.6,1,11,-2.5,-10,1,0,-1,0
CC(C)CNC(=O)COC(=O)CNC(=O)c1cc(Cl)cc([N+](=O)[O-])c1,-8,0.4,7,-9,1.7,15,1,4,-6,0
O=C(Cn1c(=O)n(CCCC(=O)NC2CCCC2)c(=O)c2ccccc21)NCCC1=CCCCC1,18,1.3,1,13,-3.1,3,4,-1,6,3
CCN(c1ccc(NC(=O)COC(=O)C(C)N=C2NS(=O)(=O)c3ccccc32)cc1)C(C)C (configuration not stated),12,0.2,2,9,-1.4,-2,-8,-4,-1,1
CN(C)CCCNc1oc(-c2ccc(Cl)cc2)nc1C#N,-16,-1.3,0,7,-1.2,5,-8,-4,12,0
Cc1ccc(C(=O)Nc2sc(Cc3ccc4c(c3)OCO4)c(C)c2C(N)=O)cc1,-37,-1.5,-2,-2,0.4,10,-7,-3,-5,-5
CC(C(=O)O)N(c1ccccc1Cl)S(C)(=O)=O (configuration not stated),-5,-1.5,-3,8,-1.3,-2,-19,3,-3,0
CCOC(=O)C1=C(C)NC(=O)NC1c1c(C)nn(-c2ccccc2)c1Cl (configuration not stated),-6,-1.7,4,11,-1.8,1,-8,-1,0,-1
COCC(=O)Nc1nnc(SCC(=O)N2C(C)CCCC2C)s1 (configuration not stated),-32,-1.0,-2,18,-2.9,-4,-7,8,9,0
O=C(CN1C(=O)NC2(CCOc3ccccc32)C1=O)c1cccs1 (configuration not stated),3,-5.4,-1,-2,0.5,1,-6,-1,3,-1
O=C(NCc1nnc2c(C(F)(F)F)cc(Cl)cn12)c1ccco1,-15,-2.2,-2,18,-3.5,-6,-2,-3,5,0
CCOc1ccccc1-n1nnnc1SCC(=O)Nc1cc2oc3ccccc3c2cc1OC,4,1.1,-7,5,-0.8,6,-2,-2,-4,-1
CC(C)(C)c1ccc(OCCC(=O)Nc2cccc(S(=O)(=O)N3CCOCC3)c2)cc1,14,1.0,-1,-10,1.9,-4,-7,3,-2,6
Cc1cccc(C)c1N1C(=O)C2ON(c3ccccc3)C(c3ccncc3)C2C1=O (configuration not stated),-7,1.8,0,3,-0.7,1,8,3,-1,-6

# One compound at a time, from the list above. Order of screens: HTR5A inv ctr | C-LANA FP | V-ATPase pH | MOR-DOR inv ag | MOR-DOR ag | RTF Ca sens act | RTF Ca sens inh | HTR5A ag | CAL PDZ FP | Keap1-Nrf2 PPI
# `CCOc1ccccc1-n1nnnc1SCC(=O)Nc1cc2oc3ccccc3c2cc1OC` as listed: 4 | 1.1 | -7 | 5 | -0.8 | 6 | -2 | -2 | -4 | -1
# `COCC(=O)Nc1nnc(SCC(=O)N2C(C)CCCC2C)s1` (configuration not stated) as listed: -32 | -1.0 | -2 | 18 | -2.9 | -4 | -7 | 8 | 9 | 0
# `CCN(c1ccc(NC(=O)COC(=O)C(C)N=C2NS(=O)(=O)c3ccccc32)cc1)C(C)C` (configuration not stated) as listed: 12 | 0.2 | 2 | 9 | -1.4 | -2 | -8 | -4 | -1 | 1

# (cont.)
SMILES,HTR5A inv ctr,C-LANA FP,V-ATPase pH,MOR-DOR inv ag,MOR-DOR ag,RTF Ca sens act,RTF Ca sens inh,HTR5A ag,CAL PDZ FP,Keap1-Nrf2 PPI
Cc1cccc(NC(=O)N2CCC(n3nnc4cc(C)ccc43)CC2)c1,0,-0.5,0,6,-1.2,6,-6,6,.,-3
Cc1ccc(N)cc1CN1CCCC1=O,22,-0.7,2,13,-3.0,-2,-6,5,-3,-2
O=S1(=O)N=C2CCCCCN2C(c2ccccc2)N1 (configuration not stated),-3,-0.3,0,19,-3.7,-5,3,0,-6,-2
CCOc1cccc(CNCc2ccc(C(=O)O)cc2)c1,10,-1.0,0,10,-1.7,-1,0,-4,-1,-2
CCC1CCc2sc(C(=O)NC3CCN(Cc4ccccc4)CC3)cc2C1 (configuration not stated),22,-1.2,-3,4,-0.8,-4,-3,-9,-4,-6
O=C(COC(=O)c1c2c(nc3ccccc13)/C(=C\c1ccco1)CC2)NC1CCCC1,2,0.9,3,6,-1.3,-12,10,0,.,5
CCCCn1c(N)c(N(Cc2ccccc2OC)C(=O)CCC(C)C)c(=O)[nH]c1=O,-6,0.7,6,6,-1.4,-2,6,2,-3,-5
Oc1ccc(N=C/C=C/c2cccc(Br)c2)cc1-c1nc2ccccc2s1,24,0.1,2,-5,0.9,-2,-2,-10,.,-3
N/C(=N\NC(=O)c1cccs1)c1cc2ccccc2oc1=O,-9,-1.9,0,17,-3.2,-6,-1,-2,-1,-9
COc1cccc(N(C(=O)Cn2nnc(-c3cccs3)n2)C(C(=O)NC2CCCCC2)c2ccncc2)c1 (configuration not stated),10,-1.2,-2,8,-1.7,5,-12,-2,-6,1
Cc1coc2c1c(C)cc1oc(=O)c(CC(=O)NCCCN3CCCC3=O)c(C)c12,-5,-1.7,1,13,-2.6,7,-3,6,0,-3
O=C(Nc1ccccc1Cl)Nc1ccccc1Cl,-8,0.5,-2,-10,1.9,-1,1,3,9,2
S=C(NNc1ccnc2cc(Cl)ccc12)Nc1ccccc1Cl,-29,-1.0,1,-23,4.5,8,-20,2,0,-8
CCN(Cc1ccncc1)Cc1cn(C)nc1-c1ccc(Oc2ccccc2)cc1,-7,-0.4,5,15,-2.8,-2,-1,2,-17,4
CC1CN(C(=O)N2CCOCC2)CCN1C(=O)N1CCOCC1 (configuration not stated),10,-2.1,3,5,-0.9,-2,-7,-4,-3,2
